mouse EphA4 binding: inhibitors of EphA4 binding to KYL peptide, primary screen, biochemical, colorimetric, mouse EphA4 (AID 689); one-dose inhibition, % at 10 µM; IC50 in µM for titrated hits; Ephrin type-A receptor 4 (Mus musculus); hit rate 0.1% among 62,000; EphA4-AP binding to KYL peptide, pNPP A405; higher % means a stronger effect; in the data active = a potency from the dose series; inactive = the rest, 99 in 100 with inhibition below about 22%
Active calls of the source: *; & = joins results of further samples. Some of the compounds tested, so the mix of outcomes need not match the whole.

The opening 3 records, ahead of the listing:
SMILES	mouse EphA4 binding
O=C(CSc1n[nH]c(-c2ccccc2)n1)c1ccc(O)c(O)c1	4%
COc1cc(SC)ccc1C(=O)OC1CCOC1=O (centres undefined)	38%
O=C(Nc1ccc(F)cc1)C1CCCCC1	-3%

This part in full, from the first entry:
SMILES	mouse EphA4 binding
O=C(CSc1n[nH]c(-c2ccccc2)n1)c1ccc(O)c(O)c1	4%
COc1cc(SC)ccc1C(=O)OC1CCOC1=O (centres undefined)	38%
O=C(Nc1ccc(F)cc1)C1CCCCC1	-3%
COc1ccccc1NC(=O)c1ccc(N)cc1	18%
CCc1nc(NCCN2CCOCC2)c2oc3ccccc3c2n1	3%
O=S(c1ccc2ccccc2c1)c1cnns1 (centres undefined)	-9%
CC(=O)N1C2CCCCC2S[C@H]2CCCCC21 (some centres undefined)	-2%
COc1ccc(OCC(=O)Nc2ccccc2OC)cc1	-16%
CCCCn1c(-c2csc3c2CCC(C)C3)n[nH]c1=S (centres undefined)	2%
CCOn1c(=O)c(-c2ccc(OC)cc2)[n+]([O-])c2ccccc21	-9%
O=C(CCc1ccccc1)Nc1nnc(-c2ccc3c(c2)CCCC3)o1	-26%
CC(C)c1ccc(NC(=O)CC2SC(N)=NC2=O)cc1 (centres undefined)	-3%
COc1cccc(C(=O)O/N=C(\N)c2ccccc2)c1	13%
O=C(NCCOC(=O)c1ccc(Cl)cc1)c1cccnc1	1%
CCS(=O)(=O)c1nnnn1-c1ccccc1	-4%
CCC1CCCCN1C(=O)CSc1nnc(CNC(=O)COc2ccc(Cl)cc2)o1 (centres undefined)	5%
CCCNC(=O)c1c(C)cc(=O)oc1C	-12%
CCN(CC)c1ccc(C(=O)Nc2nccs2)cc1	4%
CCNC(=O)N1c2ccc(OCC)cc2C(C)=CC1(C)C	-1%
Cn1nc(C(F)(F)F)c(C(=O)Nc2ccc(F)cc2F)c1Sc1cccc(C(F)(F)F)c1	-19%
COc1cccc(CNc2nc3ccccc3n2CCN2CCCCC2)c1	-3%
O=C(O)CCc1nc(-c2cccs2)no1	4%
COc1cc(/C=N/Nc2ccc3ccccc3n2)cc(Br)c1O	0%
CC(=O)N1CCC2(CC1)C(C#N)=C(N)OC1=C2C(=O)CC(C)(C)C1	-1%
COc1ccc(NC(=O)Nc2cc3oc4ccccc4c3cc2OC)cc1	-15%

The results go on.
SMILES	mouse EphA4 binding
COc1ccc(C(=O)CSc2nnc(-c3ccc(S(=O)(=O)N4CCOCC4)cc3)o2)cc1	-4%
CNC(=S)NNC(=O)Cc1ccc(OC)c(OC)c1	-4%
CCOc1ccccc1NC(=O)c1c(NC(=O)CNCc2ccco2)sc2c1CCC2	-8%
CCC(C(=O)O/N=C(\N)c1ccc(Cl)cc1)c1ccccc1 (centres undefined)	-15%
Cc1ccc2cc3c(NC(=O)CC(C)C)nn(C)c3nc2c1	-16%
COc1ccc(C(=O)Oc2cccc(C(=S)N3CCOCC3)c2)cc1	6%
COc1cc(/C=C2\C(=O)ON=C2c2ccccc2)cc(OC)c1OC	2%
Cc1cccn2c(=O)c3cc(C(=O)N(C)C)n(C)c3nc12	-3%
O=C(NC12CC3CC(CC(C3)C1)C2)c1ccc(=O)oc1	4%
O=C(Nc1nnc(SCc2ccccc2)s1)c1cccc2ccccc12	-10%
Cc1ccnc(N2CCC(C(=O)NC3CCCCCC3)CC2)n1	-8%
CCOC(=O)c1c(-c2ccccc2)csc1NC(=O)c1ccccc1I	-9%
CC(C)(C)NC(=O)c1cnn2c1NC(c1ccc(F)cc1)CC2C(F)(F)F (centres undefined)	-5%
CCN(C(=O)c1ccc2c(OC)n(CC)nc2c1)c1ccc(OC)cc1	-14%
CC(C)CNC(=O)COC(=O)CCC(=O)c1ccc(F)cc1	-12%
COC(=O)CSc1ncc(C#N)c(N)n1	2%
CC(CP(=O)(O)O)NC(=O)Cc1ccccc1 (centres undefined)	-13%
CCc1nc(N2CCC(C)CC2)c2oc3ccccc3c2n1	-5%
CCC(c1nnnn1C(C)C)N1CCN(C2CCCC2)CC1 (centres undefined)	-1%
CCOc1cnc(-c2ccc(OC)cc2)o1	0%
CC(C)c1cc(Br)ccc1OCCCN1C(=O)NC(C)(C)C1=O	-23%
Clc1ccc(CSc2ncn[nH]2)cc1	-1%&-8%
CCOC(=O)N1CCN(S(=O)(=O)c2ccc(F)cc2)CC1	-16%
COc1cccc(OCC(=O)Nc2ccccc2NC(C)=O)c1	-11%
Cc1cccc(Sc2c(C=O)c3ccccc3n2C)c1	5%

Next part.
SMILES	mouse EphA4 binding
O=C(COC(=O)C12CC3CC(CC(C3)C1)C2)NC12CC3CC(CC(C3)C1)C2	-9%
COc1ccc(N(C)S(=O)(=O)c2cccc3cccnc23)c(OC)c1	2%
COc1ccc(N=CC2=C(O)CC(C)(C)CC2=O)cc1	-6%
O=C(c1ccc(F)cc1)C1CCN(C(=O)NC2CCCCC2)CC1	15%
COc1ccccc1/C=c1/sc2nc3c(Br)c(C)c(C)cc3n2c1=O	-11%
Cc1ccc(N2CC(C(=O)Nc3cccc(F)c3)CC2=O)cc1 (centres undefined)	-18%
Cc1ccccc1-c1ccc(Nc2ccc(N3CCOCC3)cc2)nn1	0%
CCOC(=O)c1ccc(NC(=O)c2cc(OCC)cc(OCC)c2)cc1	9%
O=C(OCc1nnc(-c2ccc(Cl)cc2)o1)c1ccncc1	0%
Cc1ccc(N2CS(=O)(=O)/C(=C/N(C)C)C2=O)cc1	11%
CCOC(=O)CC(=O)Nc1ccccc1C(=O)O	-4%
CCOc1cccc(/C(O)=C2/C(=O)C(=O)N(CCOC)C2c2ccncc2)c1 (centres undefined)	-4%
O=C(NCc1cccs1)Nc1cccs1	-4%
CCc1c(C)nc(N)nc1OCC(F)(F)C(F)F	-3%
CCOC(=O)N1CCN(C(=O)C2CCN(S(=O)(=O)N3CCCC3)CC2)CC1	-9%
Cc1cc(-c2sccc2C)nc(-n2cccc2)n1	-5%
COc1ccccc1NC(=S)NNC(=O)c1nn(C)cc1Cl	7%
CCNC(=O)Cc1ccc(NS(=O)(=O)c2ccc(F)cc2)cc1	2%
O=C(Cn1cnc2ccccc2c1=O)c1ccc2c(c1)OCCO2	-12%
CCOC(=O)c1c(C)c(-c2ccccc2)n(CC(=O)N2CCCC2)c1C	0%
CCc1ccccc1NC(=O)CN(c1ccc(C)cc1)S(C)(=O)=O	0%
COc1ccc(/C=N/OC/C(O)=C(\C#N)c2nc3ccccc3[nH]2)cc1	-5%
COc1ccc(N2CCN(C(=O)CN(Cc3ccc(Cl)cc3)S(C)(=O)=O)CC2)cc1	-13%
COc1cccc(Nc2nc(NCC3CCCO3)c3ccccc3n2)c1 (centres undefined)	1%
CS(=O)(=O)N1CC(C(=O)NC2CC2)Oc2ccc(Cl)cc21 (centres undefined)	-4%

Next section:
SMILES	mouse EphA4 binding
Cc1ccc(CN2CC(C(=O)Nc3ccc(S(=O)(=O)Nc4cc(C)nc(C)n4)cc3)CC2=O)cc1 (centres undefined)	9%
CCc1ccc(C2=NN(C(=O)OC)C(O)(C(F)(F)F)C2)cc1 (centres undefined)	-4%
Cc1ccc2c(c1)nnn2C1CCN(C(=O)c2cccs2)CC1	-13%
COc1ccc(NC(=O)c2cc(CN3C(=O)c4ccccc4C3=O)ccc2OC)cn1	-4%
CCCc1nc(SCC(=O)Nc2cc(C)on2)c2c(=O)n(C)c(=O)n(C)c2n1	0%
Fc1ccccc1Cn1nnc2c(NCCc3ccccn3)ncnc21	-1%
COc1cc2nc(NCC3CCCO3)n3nc(-c4cccnc4)nc3c2cc1OC (centres undefined)	-1%
CCOC(=O)Oc1ccc2c(-c3ccccc3)cc(=O)oc2c1	-2%
Cc1ccc(-c2nnc(NC3CCCCC3)c3ccccc23)cc1S(=O)(=O)N1CCN(C)CC1	2%
CCOc1ccc(NC(=O)c2cncc(Br)c2)cc1	5%
Cc1ccc(C(=O)NCc2ccc3c(c2)OCO3)cc1N1CCCC1=O	-16%
COc1cccc(-c2nc3ccc(O)cc3c(=O)o2)c1	-11%
Cn1c(C(O)c2ccccc2)nc(Cl)c1Cl (centres undefined)	-1%
CCOC(=O)c1ccc2nc(C)c(CC)c(Cl)c2c1	-8%
O=C(COc1ccccc1)Nc1ccccc1N1CCN(c2ccc(F)cc2)CC1	-13%
CSc1cccc(NC(=O)CSc2nc3ccccc3o2)c1	-15%
COc1ccc(C(=O)Nc2cccc3c2C(=O)NC3=O)cc1S(=O)(=O)N1CCOCC1	6%
COCCNC(=O)Cn1nc(-c2ccccc2OC)ccc1=O	-13%
Cc1oc2ccc(OCC(=O)c3ccccc3)cc2c1C(=O)OC(C)C	10%
CN1C(=O)CC(Sc2ncccc2C(=O)O)C1=O (centres undefined)	1%
Cc1ccc(N2C(=O)CSC2c2cccnc2)cc1F (centres undefined)	-11%
CN1CCN(c2nc(-c3ccccc3)nc3c2oc2ccccc23)CC1	-19%
CCOc1ccc(N(CC(=O)N2CCCC2)S(=O)(=O)c2ccc(SC)cc2)cc1	-4%
CNc1oc(Cc2cccc3ccccc23)nc1C#N	-12%
CCC(=O)Nc1cc(SCCO)cc([N+](=O)[O-])c1	-7%

The last four records of the section before come first, to join the parts:
SMILES	mouse EphA4 binding
CN1CCN(c2nc(-c3ccccc3)nc3c2oc2ccccc23)CC1	-19%
CCOc1ccc(N(CC(=O)N2CCCC2)S(=O)(=O)c2ccc(SC)cc2)cc1	-4%
CNc1oc(Cc2cccc3ccccc23)nc1C#N	-12%
CCC(=O)Nc1cc(SCCO)cc([N+](=O)[O-])c1	-7%
O=C(/C=C\Nc1cccc(F)c1)c1ccc2c(c1)OCO2	0%
O=c1c2c(-c3cccs3)csc2ncn1/N=C/c1ccc(OC(F)F)cc1	-10%
O=C(CN1CCCCC1)Nc1nnc(-c2ccccc2)s1	4%
Cc1ccc(Cl)cc1NC(=O)CSc1nnc(SCC(=O)Nc2cc(Cl)ccc2C)s1	-4%
CC1CCN(S(=O)(=O)c2ccc3c(c2)oc(=O)n3CC(=O)N2CCc3ccccc3C2)CC1	-9%
COc1ccccc1N1C(=O)C2C3C=CC(C3)C2(C)C1=O (centres undefined)	0%
C=CCn1c(SCC(=O)Nc2ncc(Cc3ccc(Br)cc3)s2)nnc1-c1ccncc1	-7%
c1ccc(-c2csc(Nc3nc(N4CCOCC4)nc(N4CCOCC4)n3)n2)cc1	-9%
O=C(NCc1ccc2c(c1)OCO2)C(=O)Nc1ccccc1	-5%
CCCCOC(=O)C1[C@H]2C(=O)N(CCc3ccccc3)C[C@]23C=C[C@H]1O3 (some centres undefined)	-14%
CCOC(=O)c1ccc(CSc2n[nH]c(C)n2)o1	8%
CCCS(=O)(=O)N1CCN(c2ccccn2)CC1	5%
O=C(c1ccco1)N1CCN(C(=O)c2cc(-c3ccccn3)nc3ccccc23)CC1	7%
COc1ccc(NC(=O)c2ccc(NC(=O)C(C)(C)C)cc2)cc1	2%
Cc1cc(=O)[nH]c(SCc2nc3ccccc3n2Cc2ccccc2)n1	-2%
CC(C)=CC1C=C(C)C(C)C2C(=O)NNC(=O)C12 (centres undefined)	2%
CCn1c(=O)c(C(=O)NCc2cccnc2)c(O)c2ccccc21	-13%
CCC(=O)Nc1ccc(NC(=O)c2c(C)nc3ccccn23)cc1	-8%
CC1CN(C2CC(C)(C)NC(C)(C)C2)CCC1=O (centres undefined)	-1%
COc1cccc(-c2nc(CS(=O)(=O)CC(=O)NC3CCCc4ccccc43)c(C)o2)c1 (centres undefined)	-7%
Cc1ccc(SCC(=O)Nc2ccc(-c3nnc(-c4ccco4)o3)cc2)cc1	-24%
CC(=O)N1CCc2cc(S(=O)(=O)NC(CC(C)C)C(=O)N3CCc4ccccc4C3)ccc21 (centres undefined)	-10%
COc1ccc(N2C(=O)CCC(C(=O)O)C2c2ccc(F)cc2)cc1 (centres undefined)	7%
CCc1ccc(NC(=O)CNS(=O)(=O)c2c(C)noc2C)cc1	2%
O=C(Cc1ccccc1)N1CCCC(c2nc(-c3ccc(S(=O)(=O)N4CCCC4)cc3)no2)C1 (centres undefined)	-15%

The listing continues:
SMILES	mouse EphA4 binding
CCN(CC(=O)NC1CCS(=O)(=O)C1)c1ccc(S(C)(=O)=O)cc1[N+](=O)[O-] (centres undefined)	-2%
O=C(COc1ccc([N+](=O)[O-])cc1)Nc1cccc2nsnc12	-2%
CC(C)CCNC(=O)C1CC(c2cccc([N+](=O)[O-])c2)=NO1 (centres undefined)	-3%
CC(C)(C#N)N([O-])C=C[N+](=O)C(C)(C)C#N	-5%
COc1cccc(-c2noc(C(C)n3nc(C)c([N+](=O)[O-])c3C)n2)c1 (centres undefined)	-8%
Cc1ccc(OC(=O)c2cccc(C(=O)Oc3ccc(C)cc3)n2)cc1	-9%
COc1ccccc1CNC(=O)c1ccc(NS(=O)(=O)c2c(C)noc2C)cc1	11%
CCC(C)NCc1ccc(C(=O)OC)o1 (centres undefined)	-10%
CCSc1cnc(-c2ccccc2)n1CC	-12%
O=C(Cn1nc(-c2ccc(Cl)cc2)ccc1=O)NCC1CCCO1 (centres undefined)	5%
Cc1cccc(N(CC(=O)NC2CCCCC2)C(=O)c2ccc(C)s2)c1	-11%
COc1ccc(NC(=O)C2CCCN(S(=O)(=O)c3cccnc3)C2)c(OC)c1 (centres undefined)	-6%

In the list so far, these have a nitro group on carbon:
SMILES	mouse EphA4 binding
CCC(=O)Nc1cc(SCCO)cc([N+](=O)[O-])c1	-7%
CCN(CC(=O)NC1CCS(=O)(=O)C1)c1ccc(S(C)(=O)=O)cc1[N+](=O)[O-] (centres undefined)	-2%
O=C(COc1ccc([N+](=O)[O-])cc1)Nc1cccc2nsnc12	-2%
CC(C)CCNC(=O)C1CC(c2cccc([N+](=O)[O-])c2)=NO1 (centres undefined)	-3%
COc1cccc(-c2noc(C(C)n3nc(C)c([N+](=O)[O-])c3C)n2)c1 (centres undefined)	-8%
